MC4R antag cAMP: antagonists of human melanocortin 4 receptor (MC4R); inhibition, % at 6.5 µM; 360,000 compounds, 0.48% hits; MC4R-expressing cells, MTII-stimulated cAMP, LANCE TR-FRET;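 active means inhibition above its plate's cutoff, the mean of tested wells on that plate plus 3 SD, cut at about 29% in these data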;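 further: 0% = Melanotan II alone and 100% = Melanotan II plus saturating MCL0020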
Target sequence (P32245 whole entry, looked up): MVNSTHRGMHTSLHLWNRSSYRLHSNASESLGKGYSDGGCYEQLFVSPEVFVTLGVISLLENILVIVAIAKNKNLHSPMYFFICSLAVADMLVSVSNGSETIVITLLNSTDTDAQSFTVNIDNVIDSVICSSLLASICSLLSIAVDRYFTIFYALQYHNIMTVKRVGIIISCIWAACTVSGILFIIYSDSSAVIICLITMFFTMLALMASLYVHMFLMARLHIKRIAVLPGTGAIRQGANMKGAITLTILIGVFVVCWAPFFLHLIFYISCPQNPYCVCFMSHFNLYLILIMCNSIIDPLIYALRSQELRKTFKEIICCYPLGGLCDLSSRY
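Assay system: U2OS-MC4R stable cell line; Also added: Melanotan II; Technique: Eu-cAMP/anti-cAMP TR-FRET, emission 671 nm; Times: 30-min compound, 1-h challenge, 1-h detection, room temperature.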
MC4R ag barr: activates human MC4R beta-arrestin recruitment. AID 540308. U2OS MC4R beta-arrestin complementation, luminescence; percent of melanotan II response, DMSO zero. activation, % at 8.9 µM. P32245. 360,000 compounds, 0.98% hits;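 active means activation above a per-plate cutoff, the mean activation of sample wells on that plate plus 3 SD, cut at about 8% in these data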
CaV13 ICDI inh: Disruptors of the CACNA1D IQ motif to Ca2+-dependent inactivation inhibitor domain association, primary screening, Förster resonance energy transfer in intact living …. 340,000 compounds, 0.098% hits. HEK cells, CFP/YFP FRET ICDI-IQ, plate reader, 10 min; percent FRET-ratio fall versus neutral wells. AID 743397. inhibition, % at 12.3 µM;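 active means mean replicate inhibition of at least 30% and at least 1% of replicates passing that level; inconclusive means only one of the two criteria is met; inactive means neither criterion is met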;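 further: 0% = median of the neutral control wells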
ABCB6 inh 2: human ABCB6 transporter inhibition. Q9NP58. K562-ABCB6 porphyrin accumulation, flow cytometry, 1 h; stronger effect = lower value. fluorescence ratio to DMSO, % at 10 µM. 360,000 compounds, 0.19% hits. AID 602162;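 active means fluorescence ratio to DMSO below 75%, the collection mean minus 3 SD; inconclusive means too few cells collected in the well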;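 further: signal is porphyrin accumulated inside mitochondria; 100% equals median channel fluorescence of DMSO control wells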
Cardio protect: protects H9c2 cardiomyocytes from peroxide injury; H2O2 injury protection, ATPLite, 2 h; protection from H2O2 cell death, % at 20 µM; 360,000 compounds, 0.63% hits; AID 588492;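 active means compounds giving at least 50% protection of heart cells from peroxide-induced death in the single-dose screen, raw or plate-pattern-corrected value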;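 further: 0% = DMSO wells with peroxide and 100% = DMSO wells without peroxide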
PDI turbidity: PDI (human) enzyme inhibition; P07237; PDI insulin aggregation turbidity, A650, 90 min; 350,000 compounds, 0.052% hits; inhibition, % at 10 µM;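 active means mean inhibition across replicates of 30% or more, whatever share of single replicates reach that level; inconclusive means mean inhibition below 30% while every single replicate reaches 30%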;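 further: absorbance from insulin aggregation driven by PDI reduction with DTT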
Target sequence (P07237 whole entry, looked up): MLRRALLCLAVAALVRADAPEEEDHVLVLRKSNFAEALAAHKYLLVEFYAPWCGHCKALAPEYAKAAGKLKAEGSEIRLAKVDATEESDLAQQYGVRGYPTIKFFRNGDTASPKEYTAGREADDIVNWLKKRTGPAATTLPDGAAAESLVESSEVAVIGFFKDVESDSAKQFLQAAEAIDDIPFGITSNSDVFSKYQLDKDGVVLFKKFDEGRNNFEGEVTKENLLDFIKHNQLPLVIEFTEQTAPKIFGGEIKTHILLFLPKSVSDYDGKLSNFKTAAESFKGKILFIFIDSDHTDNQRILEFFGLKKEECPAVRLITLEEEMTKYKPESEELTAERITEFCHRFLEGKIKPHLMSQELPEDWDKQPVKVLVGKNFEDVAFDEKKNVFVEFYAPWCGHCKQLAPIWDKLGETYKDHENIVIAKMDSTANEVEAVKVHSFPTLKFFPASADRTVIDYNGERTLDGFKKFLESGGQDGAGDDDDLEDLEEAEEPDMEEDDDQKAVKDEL
Glyco luc inh: N-linked glycosylation inhibition; D54 ERlucT glycosylation luciferase reporter, 24 h; percent of 100 nM tunicamycin response; reporter increase, % at 12.5 µM; 360,000 compounds, 0.23% hits;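 active means mean luciferase reporter signal, scaled so untreated is 0 and the glycosylation-blocking control 100, at or above a set limit in every replicate; inconclusive means mean reaches the limit but not every replicate does; inactive means mean below the limit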;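 further: luciferase carries N-glycosylation sites so blocking glycosylation raises the light; 0% = median of neutral control wells and 100% = median of 100 nM tunicamycin wells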
HTR2A ag: agonists of mouse serotonin 5-HT2A receptor (HTR2A). CHO-K1 mHTR2A beta-arrestin complementation, luminescence; percent of 30 µM serotonin response. activation, % at 7.6 µM. 360,000 compounds, 0.66% hits. AID 624169;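 active means activation above a run cutoff, the mean activation of all tested compounds plus 3 SD, cut at about 14% in these data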;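 further: 0% = plate median of compound wells and 100% = 30 µM serotonin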
Exocytosis inh: blocks lytic granule exocytosis; TALL-104 LAMP-1 surface exposure, flow cytometry; cells stimulated with thapsigargin and PMA; inhibition, % at 10 µM; 360,000 compounds, 0.66% hits; AID 651702;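 active means inhibition above about 55%, limit read from the data; inconclusive means no clear call, values can overlap the other calls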
ABHD5-PLIN5 inh: ABHD5-PLIN5 protein interaction inhibition; inhibition, % at 4 µM; Split G. princeps luciferase complementation, luminescence, 4 h; Q00G26+Q8WTS1; 360,000 compounds, 0.78% hits; AID 602281;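 active means inhibition above the mean inhibition across every tested compound plus 3 SD, cut at about 22% in these data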;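 further: 0% = DMSO only wells and the 100% control is not disclosed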
* marks the source's active call; other numbers are inactive results; ? = inconclusive; . = no result given.

structure	MC4R antag cAMP	MC4R ag barr	CaV13 ICDI inh	ABCB6 inh 2	Cardio protect	PDI turbidity	Glyco luc inh	HTR2A ag	Exocytosis inh	ABHD5-PLIN5 inh
COc1ccccc1-c1csc(C(O)c2ccc(F)cc2)n1 (centres undefined)	5	0.0	-5	94	-13	6	2	1	-2	-1
CC(=O)c1cccc(NC(=O)c2oc(C)nc2C)c1	2	-3.2	-4	104	4	-4	4	-1	-2	-1
CN(C)C(=O)c1cn(-c2ccc(Cl)cc2)c(=O)c2ccccc12	32*	-2.2	-2	95	-6	-1	0	-1	1	-2
CCOC(=O)C1=C(COC(=O)CCc2ccccc2)NC(=O)NC1C (centres undefined)	2	-1.1	-15	101	-2	5	3	-2	5	-22
O=C(O)C1CCCCC1C(=O)NCCCCc1ccccc1 (centres undefined)	-1	-0.6	.	94	2	10	-2	0	0	-3
O=C(c1cc(COc2cccc(C(F)(F)F)c2)on1)N1CCC(Oc2cccnc2)CC1	-10	1.8	-7	102	-14	10	-4	0	3	1
Cc1ccc(S(=O)(=O)N(C(=O)c2ccco2)c2cc3sc(=O)oc3c3ccccc23)cc1	12	2.9	-6	92	-7	-8	5	10	5	31*
COc1ccc(CN2CCN(Cc3cn(C)nc3-c3ccccc3)CC2CCO)c(C)c1C (centres undefined)	-7	2.9	2	104	13	-4	0	0	5	8
Cc1cc(C(=O)O)cc(S(=O)(=O)Nc2ccccc2C(=O)NC2CC2)c1C	1	-1.2	-6	100	-4	1	3	7	1	-8
CCc1ccccc1NC(=O)/C(=C/c1ccccc1)c1ccccc1	5	-1.5	-5	100	-16	10	-6	-1	9	-14
COc1cc(OC)cc(-c2cc3ccc(OC)cc3cn2)c1	-11	0.6	2	105	-25	5	-1	-1	2	-9
CCOc1ccc(NC(=O)NCC2CCN(Cc3ccc(F)cc3)CC2)cc1	10	-1.8	-4	100	0	1	-3	-4	17	1
COCc1ccc(C(=O)NC2CCCc3c2cnn3-c2cc(C)cc(C)c2)s1 (centres undefined)	-4	-1.2	-5	99	-14	-9	0	2	2	-1
COCC(=O)N1CCC(Oc2ccc(C(=O)NCCCC3CCCC3)cc2)CC1	7	-2.1	-6	95	-6	0	-6	3	-1	-1
CC(C)(C)OC(=O)N1CCCN(C(=O)Nc2cccc(Cl)c2)CC1	20	1.9	-19	95	-1	1	-2	-4	3	-4
Cc1noc(C)c1COc1ccccc1C(=O)N(C)CC(=O)Nc1ccc(F)c(F)c1F	-5	-0.1	-2	97	2	5	2	-1	-2	4
CNS(=O)(=O)c1cccc(C(=O)OCC(=O)NC2CCCC2)c1	12	-0.7	-16	105	1	-5	1	2	5	6
Cc1ccc(C(=O)N2CCCC(C(F)(F)F)C2)cc1S(=O)(=O)N1CCOCC1 (centres undefined)	19	-2.9	-19	92	-6	4	1	-5	-4	-4
COc1ccc(-c2nc(NC(=O)C3CC(=O)N(Cc4ccco4)C3)sc2C)cc1 (centres undefined)	-1	-1.3	-5	89	-19	-1	0	-9	-7	-2
COc1ccc(S(=O)(=O)N2CCN(C(=O)C3COc4ccccc4O3)CC2)cc1 (centres undefined)	-8	-4.8	-5	92	-6	-12	-2	4	3	-6
CCC(=O)Nc1nc(C)c(Oc2ccccc2)c(=O)[nH]1	0	-1.2	-7	98	8	8	1	-4	0	-1
CCCCN(C(=O)c1oc2ccc(OCC)cc2c1C)c1c(N)n(CC(C)C)c(=O)[nH]c1=O	-3	-3.3	-5	95	5	6	-1	-5	2	-7
CC(=O)NS(=O)(=O)c1ccc(NC(=O)C(C)NS(=O)(=O)/C=C/c2ccccc2)cc1 (centres undefined)	13	0.2	-3	93	-6	-4	0	11	2	6
COc1ccc(C2CC(=O)C3=C(C2)NC(C)=C(C(=O)Nc2ccccc2C)C3c2coc3ccc(C)cc3c2=O)cc1OC (centres undefined)	0	-0.7	-9	101	18	1	-7	1	0	3
C=CCOc1c(CNc2ccc3[nH]c(=O)[nH]c3c2)cccc1OC	-1	-0.1	-6	95	4	2	1	-1	5	1
CN(C)S(=O)(=O)c1cccc(NC(=O)CNC2CCCCC2)c1	14	-1.1	-5	103	17	0	0	-1	0	4
COc1ccccc1OCC(=O)NCc1nc(-c2ccccc2)no1	-1	0.2	8	90	-1	19	5	3	2	-7
CCC(=O)NC(Nc1nc2ccc(C)cc2s1)(C(=O)OC)C(F)(F)F (centres undefined)	3	-1.4	-2	97	-5	10	0	-1	3	3
Cc1ccc(C(=O)Nn2cnnc2)cc1Cl	7	-1.9	-4	97	-1	1	0	5	8	1
Cc1ccc(-n2ncc3c(=O)n(CC(=O)N4CCN(c5ccccc5)CC4)cnc32)cc1	15	0.9	-4	99	-17	-2	-1	-1	-3	-1
CCOC(=O)c1cnc2ccc(Br)cc2c1NCCO	9	1.8	-8	95	2	-1	3	0	7	7
CC1(C(=O)Nc2nccs2)CCN1C(=O)CC(c1ccccc1)c1ccccc1 (centres undefined)	12	-0.3	-12	96	10	3	-1	3	?	2
COC(=O)C1=C(C)NC(C)=C(C(=O)OCCN(C)Cc2ccccc2)C1c1cccc([N+](=O)[O-])c1 (centres undefined)	13	5.7	-6	97	26	1	-3	-3	1	-14
Cc1ccc([N+](=O)[O-])cc1N=C(c1cccc([N+](=O)[O-])c1)N1CCOCC1	10	0.3	-4	93	4	0	0	3	-2	2
COc1ccc(CNC(=S)Nc2cccc(C)c2)cc1	11	-0.4	.	93	1	0	0	-5	?	3
O=C(Nc1cccc(Cl)c1)c1nc[nH]c1C(=O)N1CCc2ccccc2C1	-1	4.4	4	99	2	-4	6	-1	3	3
CSCCC(NS(=O)(=O)c1ccccc1)C(=O)OCc1nc2ccsc2c(=O)[nH]1 (centres undefined)	-2	0.2	-2	96	18	16	-1	3	-1	8
Cc1ccc(S(=O)(=O)N2CCOCC2)cc1C(=O)NCc1ccccc1CN1CCCC1	5	-1.0	-2	89	7	14	0	-7	0	0
CCN(CC#CCC1(O)c2ccccc2-c2ccccc21)C(C)C	4	1.9	.	97	-8	2	-3	0	-2	5
CCOCC(=O)N1CCC(Cc2ccccc2)CC1	-13	1.0	-4	102	-1	2	0	-1	-1	4
C=CCn1c(CNC(=O)c2ccccc2F)nnc1SCc1nc2ccccc2c(=O)[nH]1	12	0.1	-5	93	16	5	-1	3	1	-4
CCc1ccc(N2CC(C(=O)OCc3csc(CC(=O)Nc4ccccc4C)n3)CC2=O)cc1 (centres undefined)	-6	-3.3	-5	96	-7	-1	1	2	-2	-3
CCS(=O)(=O)N1CCN(C(=O)c2cccc(OC)c2)CC1	3	0.0	-4	111	5	14	.	-1	-2	3
CCCS(=O)(=O)NC(=O)C1(C)CCN(C(=O)c2cccc3ccccc23)C1 (centres undefined)	-2	0.3	-5	99	3	-6	-1	5	11	-5
COc1cc(Cl)c(CNC[C@H]2O[C@@H](n3cnc4c(N)ncnc43)[C@H](O)[C@@H]2O)c(Cl)c1O	4	0.5	-7	102	10	-4	1	8	5	8
COc1cc(OC)nc(Oc2ccccc2C(=O)Oc2ccc(Cl)cc2)n1	2	-2.5	-7	98	-10	-2	1	-8	6	-8
COc1ccc(/C=C2/C(=O)N=C3SCCN32)cc1	0	-1.4	.	107	4	1	3	5	0	-10
CCOc1ccc(N2C(=O)S/C(=C\c3cccn3C)C2=O)cc1	6	5.5	-8	99	-10	0	-2	5	-3	4
COc1ccc(-c2ccc(C(=O)Nc3cccc(C(F)(F)F)c3)c3occc23)c(C)c1	7	-1.9	-10	79	-20	0	-4	-3	-7	-11
CC(=O)c1oc2ccccc2c1NC(=O)CCCN1C(=O)c2ccccc2C1=O	10	-0.2	1	99	9	.	10	4	-5	6
COc1ccc(CCNC(=O)C2CCCN(S(=O)(=O)N3CC(C)CC(C)C3)C2)cc1OC (centres undefined)	2	-1.4	-7	104	0	12	0	2	21	-8
CCc1ccc(S(=O)(=O)NCc2cccnc2)cc1	1	-0.4	-2	95	-5	0	0	2	-10	4
COC(=O)Cn1c(=NC(=O)CSCC(=O)Nc2cc(C)on2)sc2ccccc21	3	1.3	-4	?	3	.	0	-1	-2	-10
COc1ccc(NC2CCCN(C(=O)c3cccc(N(C)C)c3)C2)cc1 (centres undefined)	-2	-1.5	-7	95	-2	-5	2	-4	0	-11
CCCCc1ccc(S(=O)(=O)NC(=O)C2(C)CCN2C(=O)c2c(C)noc2C)cc1 (centres undefined)	1	-2.1	-5	93	15	-18	0	7	5	-2
CCc1ccccc1NC(=O)CSc1nnc([C@@H](NC(=O)OC(C)(C)C)C(C)CC)o1 (some centres undefined)	12	-0.9	-5	97	3	1	0	-1	-5	-1

(further entries)
structure	MC4R antag cAMP	MC4R ag barr	CaV13 ICDI inh	ABCB6 inh 2	Cardio protect	PDI turbidity	Glyco luc inh	HTR2A ag	Exocytosis inh	ABHD5-PLIN5 inh
O=C(NCc1ccncc1)[C@@H]1CCCN1C(=O)[C@@H]1CCCN1C(=O)c1cccc2ccccc12	.	.	-6	98	.	.	.	4	-10	2
C[C@@H]1CN([C@@H](C)CO)C(=O)c2cc(NC(=O)Nc3ccc4c(c3)OCO4)ccc2O[C@H]1CN(C)S(=O)(=O)c1cn(C)cn1	3	-1.9	-10	97	0	2	1	2	64*	0
O=C(NCc1ccc(F)cc1Cl)C1CC(=O)N(C2CCCCCCC2)C1 (centres undefined)	9	-2.5	-2	99	-3	-5	-1	-2	5	-3
CCOC(=O)c1sc(=S)n(CC)c1NC(=O)CC	3	1.3	-6	108	6	6	1	2	-2	-1
CCOc1ncccc1C(=O)OCC(=O)c1ccc(Br)s1	1	1.8	-7	98	1	-2	-1	1	3	13
CCC1NC(C(=O)O)Cc2c1[nH]c1ccccc21 (centres undefined)	-6	0.1	.	105	-3	.	0	-8	-5	6
Cc1c(NC(=O)Nc2ccc(Cl)cc2)c(=O)n(-c2ccccc2)n1C	3	-2.6	-8	94	2	-1	0	4	1	-2
CCOC(=O)c1cc(S(=O)(=O)NC2CCC(C)CC2)cn1C (centres undefined)	5	0.6	-16	94	-4	4	-3	5	-2	-5
COc1ccc(C(=O)CN2CCN(S(=O)(=O)c3cccc([N+](=O)[O-])c3)CC2)cc1OC	11	-0.9	-18	97	5	20	2	6	0	-15
O=C(c1cc([N+](=O)[O-])ccc1Cl)N1c2ccccc2Sc2ccccc21	19	-0.3	-5	94	-3	-4	-6	2	7	1
O=C(c1cccs1)N1C(=O)c2cccc3cccc1c23	9	1.8	-7	103	-6	-3	2	1	1	-6

Compound activity: PubChem, several laboratories
